Source: PubChem BioAssay (National Center for Advancing Translational Sciences (NCATS))
TrxR1 substrate: substrates of rat thioredoxin reductase 1; purified TrxR1 substrate turnover, NADPH consumption readout; Potency, µM (series often up to 114 µM), for the others: top-dose activity change, negative = substrate turnover; hit rate 0.01% among 390,000; also: potency is read from the fitted curve at half-maximal effect; % is scaled to controls: 0 for no effect and ±100 for the full control effect; nearly all actives have a fitted effect of over 50% in size
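Rat TrxR1, dispensed at 90 nM, was prereduced with 400 uM NADPH (final) for 5 min at ~22 deg C, then incubated with compound 15 min before 400 uM selenite. A first-read NADPH fluorescence drop versus no-compound background flagged substrates.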
Tb PGK inh: inhibitors of T. brucei phosphoglycerate kinase; hit rate 0.043% among 380,000; AID 602233; PGK/GAPDH coupled, Kinase-Glo luminescence, 60 min; Potency, µM (titrated, usually from 57.5 µM), for the others: at the top dose activity change, negative = inhibition, usual class: inhibitors; P07378; also: potency is read from the fitted curve at half-maximal effect; % is scaled to controls: 0 for no effect and ±100 for the full control effect; nearly all actives have a fitted effect of over 60% in size
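Recombinant glycosomal PGK reaction used 1,3-bisphosphoglycerate generated in-well by GAPDH (100nM final) in 100mM TEA pH 7.6, 5mM MgCl2, 0.01% Tween-20. After 60 minutes at room temperature, ATP was read by Kinase-Glo Plus luminescence end-point.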
USP1 inh: inhibitors of human USP1/UAF1 deubiquitinase. O94782. recombinant USP1/UAF1, Ub-Rhodamine cleavage fluorescence. Potency, µM (top dose mostly 57.1 µM), inactives show at the highest dose activity change, negative = inhibition, hits mostly inhibitors. hit rate 0.23% among 390,000. AID 743255; also: potency is read from the fitted curve at half-maximal effect; % is scaled to controls: 0 for no effect and ±100 for the full control effect; nearly all actives have a fitted effect of over 60% in size; inactives centre near -12
Target sequence (O94782 whole entry, looked up): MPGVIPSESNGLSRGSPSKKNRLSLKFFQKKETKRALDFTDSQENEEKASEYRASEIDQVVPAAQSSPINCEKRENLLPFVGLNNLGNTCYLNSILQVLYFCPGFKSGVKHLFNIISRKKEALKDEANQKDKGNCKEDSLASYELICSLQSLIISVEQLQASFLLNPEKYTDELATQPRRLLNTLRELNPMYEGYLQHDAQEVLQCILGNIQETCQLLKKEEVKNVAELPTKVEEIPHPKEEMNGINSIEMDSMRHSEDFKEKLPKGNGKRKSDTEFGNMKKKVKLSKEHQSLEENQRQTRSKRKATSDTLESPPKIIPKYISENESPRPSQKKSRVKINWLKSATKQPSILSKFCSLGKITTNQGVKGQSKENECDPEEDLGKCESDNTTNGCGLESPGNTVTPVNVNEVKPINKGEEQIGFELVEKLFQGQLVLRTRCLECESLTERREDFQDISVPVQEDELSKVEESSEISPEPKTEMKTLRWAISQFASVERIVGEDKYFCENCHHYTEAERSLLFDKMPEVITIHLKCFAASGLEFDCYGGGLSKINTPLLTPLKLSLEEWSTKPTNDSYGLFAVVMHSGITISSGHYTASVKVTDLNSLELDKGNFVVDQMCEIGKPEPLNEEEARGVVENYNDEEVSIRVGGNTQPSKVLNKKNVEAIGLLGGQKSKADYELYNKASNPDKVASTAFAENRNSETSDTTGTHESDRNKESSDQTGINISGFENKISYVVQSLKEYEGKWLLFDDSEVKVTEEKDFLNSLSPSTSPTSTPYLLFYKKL
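USP1/UAF1 complex at 1 nM was preincubated with compound for 15 min at room temperature, then Ub-Rho substrate (150nM final) was added. Fluorescence (480/540 nm) was read kinetically, 6 reads every 60 seconds.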
PI4K2A block: inhibitors of human PI4K2A; purified PI4K2A, ADP-Glo luminescence, 1 h; stronger effect = lower value; activity change, negative = inhibition, % at 76.9 µM; hit rate 0.13% among 420,000; in the data active = activity change below about -50%; inconclusive = mostly about -30% to -49%;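 also: -100% = wells without enzyme as full effect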
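ADP-Glo luminescence measured ADP generated by PI4K2A enzyme (4 ug/mL before mixing) with 1.2 mM PI substrate (pre-mix) and 300 microM ATP (pre-mix). Tris pH7.5 buffer with MgCl2, Triton X-100; 1 h reaction at ambient temperature.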
TrxR1 inh: inhibitors of rat thioredoxin reductase 1; recombinant rTrxR1, NADPH fluorescence consumption, selenite substrate; Potency, µM (doses to about 114 µM), inactives show at the highest dose activity change, negative = inhibition, most hits filed as inhibitors; hit rate 1% among 390,000; AID 588453; also: potency is read from the fitted curve at half-maximal effect; % is scaled to controls: 0 for no effect and ±100 for the full control effect; nearly all actives have a fitted effect of over 65% in size
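Rat TrxR1 (90 nM in the dispensed reagent) was pre-reduced with 400 uM NADPH for 5 min at room temperature, then incubated with compound for 15 min. After 400 uM selenite was added, NADPH fluorescence (Ex 340/Em 450 nm) was followed for 8 min.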
Pin1 inhibitor: inhibitors of human Pin1. Q13526. Pin1 FP peptide displacement, HiFluor488, 10 min. Potency, µM (series often up to 115 µM), inactives show top-dose activity, negative = inhibition, most hits filed as inhibitors. hit rate 0.009% among 390,000. AID 504891; active = well fitted inhibition curve with a large enough effect in the polarisation, with a control signal flat, not every such curve was filed as active; inconclusive = small, poorly fitted or top-dose-only effect, or effect the other way, or a change in a side signal; inactive = no such curve, though single readings can be large or run the other way; the % refers to the polarisation; also: potency is read from the fitted curve at half-maximal effect; % is scaled to controls: 0 for no effect and ±100 for the full control effect
GLS inhibitor: inhibitors of human glutaminase (GLS); GLS enzymatic activity, qHTS titration; hit rate 0.21% among 410,000; Potency, µM (top dose mostly 45.5 µM), without a hit: top-dose activity change, negative = inhibition, usual class: inhibitors; O94925; AID 624170; also: potency is read from the fitted curve at half-maximal effect; % is scaled to controls: 0 for no effect and ±100 for the full control effect
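hKGA in 45 mM KH2PO4 pH 8.2, 0.02% Tween-20 with pin-transferred compounds; 1 mM L-glutamine (stock) plus glutamate oxidase/HRP/Amplex Red coupling added. Fluorescence read initially and after 30 min at RT.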
IDH1 R132H inh: blocks human mutant IDH1 R132H enzyme | IDH1-R132H enzyme, NADPH consumption, diaphorase/resazurin fluorescence | O75874 | hit rate 0.093% among 390,000 | Potency, µM (top dose mostly 76.6 µM), inactives show at the top dose activity change, negative = inhibition, most hits filed as inhibitors; also: potency is read from the fitted curve at half-maximal effect; % is scaled to controls: 0 for no effect and ±100 for the full control effect; nearly all actives have a fitted effect of over 65% in size
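IDH1-R132H (0.5 ug/mL dispensed) in pH 7.5 Tris buffer was preincubated 30 min with compound, then given a substrate mix of 0.016 mM NADPH and 2 mM alpha-KG for 80 min at room temperature; remaining NADPH was read by diaphorase/resazurin fluorescence.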
HP1b chromo inh: blocks HP1-beta chromodomain binding to methylated histone tails; hit rate 0.56% among 390,000; Potency, µM (doses to about 114 µM), for inactives: at the highest dose activity change, negative = inhibition, actives largely listed as inhibitors; AlphaScreen HP1-beta / biotin-H3K9me3 peptide binding; P83916; also: potency is read from the fitted curve at half-maximal effect; nearly all actives have a fitted effect of over 70% in size; inactives centre near 23
Target sequence (P83916 whole entry, looked up): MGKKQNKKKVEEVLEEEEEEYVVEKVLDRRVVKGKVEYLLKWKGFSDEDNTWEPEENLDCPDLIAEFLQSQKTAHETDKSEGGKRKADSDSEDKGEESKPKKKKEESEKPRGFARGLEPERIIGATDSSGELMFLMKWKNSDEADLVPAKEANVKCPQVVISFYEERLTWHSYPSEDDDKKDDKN
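Compound inhibition of the preformed complex between 50 nM HP1-beta and 50 nM biotinylated H3K9me3 peptide was read by AlphaScreen. Buffer was PBS pH 7.4 with 0.01% Tween-20. Incubations ran 30 min at room temperature, with 10 ug/mL donor/acceptor beads.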
* = called active by the depositor; i = inactive; ? = inconclusive; · = not tested or not shown; [ ] = another dose, or the depositor's remark. Unless noted, calls follow the shape of the dose curve; as a rule, active = well fitted curve in the direction sought with a large enough effect; inconclusive = small, poorly fitted or top-dose-only effect, or another doubt; inactive = no such curve, though single readings can be large; an effect the other way counts as inactive or inconclusive.

TrxR1 substrate	Tb PGK inh	USP1 inh	PI4K2A block	TrxR1 inh	Pin1 inhibitor	GLS inhibitor	IDH1 R132H inh	HP1b chromo inh	Compound
-4%	5%	3%	-2	11%	-4%	-13%	-2%	45%[activator]	CC(Oc1ccccc1F)C(=O)Nc1ccc(-c2nc3ccccc3s2)cc1 (centres undefined)
7%[57.1 µM]	1%	-30%	1	30%[57.1 µM]	26%	4%	-2%	26%	O=C(Nc1cccc(Cl)c1Cl)c1ccc2c(c1)N(Cc1cccc(Cl)c1)C(=O)c1ccccc1S2=O (centres undefined)
-6%	i	-28%	5	-1%	-5%	-7%	5%	32%	C[C@]12CC[C@H](O)C[C@@H]1CC[C@@H]1[C@@H]2CC[C@@]2(C)[C@H]1CCC(=O)[C@]21CCCO1
-3%	-7%	-27%	8	13%	1%	-10%	-15%	22%	Cc1ccc(C(=O)Nc2cccc(S(=O)(=O)N3CCCCC3)c2)cc1[N+](=O)[O-]
-1%[57.1 µM]	i	?	-27	?	7%	11%	12%	?	COc1ccc(C(C[N+](=O)[O-])c2c(C)[nH]n(-c3ccccc3)c2=O)cc1 (centres undefined)
20%[57.1 µM]	-4%	-15%	-2	-36%[57.1 µM]	-6%	18%	16%	48%[activator]	COC(=O)CC(=O)CSc1nc(C)cc(C)c1C#N
-2%[57.1 µM]	i	-25%	6	16%[11.4 µM]	-8%	3%	5%	16%	O=C(C[n+]1ccn(CCCNP2(=O)C=C(c3ccccc3)OC(c3ccccc3)=C2)c1)c1cccs1
-4%[57.1 µM]	-10%	-19%	5	7%[57.1 µM]	1%	-2%	10%	-13%	COC(=O)c1ccsc1NC(=O)CN1CCN(c2ccc(F)cc2)CC1
9%[57.1 µM]	-2%	-11%	-2	7%[57.1 µM]	-7%	-2%	3%	20%	COc1ccc(OCC(O)CNC(=O)c2ccc(Br)cc2)cc1 (centres undefined)
-7%	1%	-1%	0	-1%	-3%	12%	-3%	?	O=c1c2ccccc2nnn1CSc1nnc(-c2cccs2)n1Cc1ccccc1

3 compounds picked at random from the list so far:
TrxR1 substrate	Tb PGK inh	USP1 inh	PI4K2A block	TrxR1 inh	Pin1 inhibitor	GLS inhibitor	IDH1 R132H inh	HP1b chromo inh	Compound
9%[57.1 µM]	-2%	-11%	-2	7%[57.1 µM]	-7%	-2%	3%	20%	COc1ccc(OCC(O)CNC(=O)c2ccc(Br)cc2)cc1 (centres undefined)
-3%	-7%	-27%	8	13%	1%	-10%	-15%	22%	Cc1ccc(C(=O)Nc2cccc(S(=O)(=O)N3CCCCC3)c2)cc1[N+](=O)[O-]
-2%[57.1 µM]	i	-25%	6	16%[11.4 µM]	-8%	3%	5%	16%	O=C(C[n+]1ccn(CCCNP2(=O)C=C(c3ccccc3)OC(c3ccccc3)=C2)c1)c1cccs1

More compounds
TrxR1 substrate	Tb PGK inh	USP1 inh	PI4K2A block	TrxR1 inh	Pin1 inhibitor	GLS inhibitor	IDH1 R132H inh	HP1b chromo inh	Compound
-4%[57.1 µM]	i	-22%	4	24%[57.1 µM]	29%	-7%	?	11%[57 µM]	CCc1ccc(NC(=O)CN2CCSc3ccc(S(=O)(=O)N4CCCC4)cc32)cc1
·	-3%	-8%	4	·	·	-8%	7%	·	CCOC(=O)c1ccc(NC(=O)c2nc[nH]c2C(=O)N(C)CCO)cc1
9%[11.4 µM]	2%	-24%	-2	-2%	10%	7%	-1%	?	CCOc1ccc(-c2cnc(NCc3ccc(OC)cc3OC)n2C)cc1
6%[57.1 µM]	-11%	-9%	-2	19%[57.1 µM]	-3%	1%	-4%	26%	Cc1ccc(S(C)(=O)=O)cc1C(=O)OCC(=O)N1CCCC1=O
-1%	-9%	-9%	-3	-5%	-10%	-13%	-7%	3%	CSCCC(NC(=O)c1ccccc1)C(=O)OCC(=O)NCc1ccco1 (centres undefined)
4%[57.1 µM]	i	-16%	-1	18%[57.1 µM]	-10%	1%	26%	11%	Cc1ccc(Cn2c(=O)n(CC3CCC(C(=O)N4CCOCC4)CC3)c(=O)c3sccc32)cc1 (centres undefined)
10%[57.1 µM]	i	-12%	-6	4%[57.1 µM]	4%	0%	-3%	23%	CCCCNCCCCOc1ccccc1
-6%	-2%	-4%	-9	-20%	10%	8%	-6%	?	CCOc1ccccc1NC(=S)/C(=C(\[O-])c1ccc2c(c1)OCCO2)[n+]1ccc(CC)cc1
-9%	-8%	-8%	-3	12%	4%	0%	2%	23%	CCOc1ccc(NC(=O)CN(C)C(=O)c2cc(C)nc3ccccc23)cc1OCC
5%[57.1 µM]	-6%	-19%	-3	-2%[57.1 µM]	-10%	1%	6%	23%	CCCN1CCC(=NNc2ccc(C(=O)O)cc2)CC1

Further structures
TrxR1 substrate	Tb PGK inh	USP1 inh	PI4K2A block	TrxR1 inh	Pin1 inhibitor	GLS inhibitor	IDH1 R132H inh	HP1b chromo inh	Compound
1%	-1%	-25%	-2	16%	-5%	3%	0%	11%	CC(C)C[C@H]1CN=C(Nc2ccccc2)N1CC1CCC(C)CC1 (some centres undefined)
2%[57.1 µM]	i	-16%	-5	14µM*	70%[activator]	3%	11%	12%	COc1cc2c(cc1NC(=O)CSc1nnc(Cc3cccs3)n1Cc1ccco1)oc1ccccc12
-15%	4%	0%	1	-20%	10%	0%	-1%	18%	COc1ccc(NC(=O)CN(C)C(C)C(=O)NC(=O)NC2CCCCC2)cc1 (centres undefined)
-2%[57.1 µM]	-9%	-18%	0	3%[57.1 µM]	-11%	2%	0%	12%	COCC(=O)Nc1ccc(S(=O)(=O)NCC2CCCO2)cc1 (centres undefined)
-3%	i	-5%	-13	6%	0%	1%	3%	34%	CCc1cc2c(=O)n(-c3ccc(C)cc3)cnc2s1
15%	-8%	-24%	2	40%[activator]	3%	-6%	0%	69%[activator]	COC(=O)c1cnc(N2CCCN(S(=O)(=O)c3ccc(C(F)(F)F)cc3)CC2)nc1C(F)(F)F
7%[57.1 µM]	?	-14%	5	8%[57.1 µM]	-10%	2%	8%	62%[activator]	COc1ccccc1CC(=O)Nc1ccccc1C(=O)O
5%	i	-16%	-2	5%	14%	-17%	4%	-2%	COc1ccccc1OCC(=O)Nc1sc2c(c1C(=O)NCC1CCCO1)CCC2 (centres undefined)
12%[57.1 µM]	i	-16%	3	9%[57.1 µM]	0%	2%	6%	38%	COc1ccc(-c2noc(N3CCCC(C(=O)Nc4ccccc4F)C3)n2)cc1 (centres undefined)
2%	-1%	-10%	2	7%	-3%	10%	-1%	20%	CC(/C=C/c1ccc2c(c1)OCO2)=N/NC(=O)COc1ccc(C)cc1

More entries
TrxR1 substrate	Tb PGK inh	USP1 inh	PI4K2A block	TrxR1 inh	Pin1 inhibitor	GLS inhibitor	IDH1 R132H inh	HP1b chromo inh	Compound
-3%	-2%	-5%	-3	20%	0%	1%	-6%	36%[activator]	COc1cccc(Cn2cnc3c(N)c(C)c(C)cc32)c1
5%	4%	-18%	1	4%	9%	0%	1%	2%	CN1C[C@@H]2C(c3ccccc3)C3(c4ccccc4)CC2(C3)[C@H]1c1ccccc1 (some centres undefined)
23%	-4%	-17%	-11	21%	0%	1%	1%	32%	CCOC(=O)c1sc(NC(=O)c2cccs2)cc1C
10%[57.1 µM]	-1%	-2%	-2	-22%[57.1 µM]	1%	36%[activator]	-8%	?	COc1ccc(C2NC(C(=O)O)Cc3c2[nH]c2ccccc32)cc1OC (centres undefined)
8%	1%	-16%	-2	27%[57.1 µM]	10%	1%	0%	30%	COc1ccccc1N1CC(C(=O)Nc2ccc3c(c2)OCO3)CC1=O (centres undefined)
-4%	3%	-5%	0	6%	6%	8%	-1%	40%	CC(C)(C)CC(C)(C)NC(=O)c1ccccc1
5%[57.1 µM]	-2%	0%	-9	-76%	-14%	7%	20%	7%	O=C(N/N=C/C=C/c1ccco1)c1cnccn1
8%	-2%	-16%	-1	21%	2%	10%	-2%	13%	COC(=O)c1c(F)c(F)c(NCCO)c(F)c1F
-5%	2%	-5%	0	-9%	-4%	0%	1%	30%	O=C(c1cc(-c2ccc(Cl)c(Cl)c2)on1)N1CCCCC1
-2%	-5%	-24%	-3	0%	-12%	2%	4%	30%	NS(=O)(=O)c1ccc(CCNC(=O)C2CCCN2S(=O)(=O)c2cccc3nsnc23)cc1 (centres undefined)

The list goes on:
TrxR1 substrate	Tb PGK inh	USP1 inh	PI4K2A block	TrxR1 inh	Pin1 inhibitor	GLS inhibitor	IDH1 R132H inh	HP1b chromo inh	Compound
5%	·	-6%	3	6%	-1%	-3%	2%	25%	Cc1cc(NS(=O)(=O)c2ccc(OCCNS(C)(=O)=O)cc2)no1
-1%	-13%	-9%	?	-7%	-9%	-13%	-6%	0%	O=C(COc1ccc2c(-c3ccccc3)cc(=O)oc2c1)NC(Cc1c[nH]c2ccccc12)C(=O)O (centres undefined)
-1%[57.1 µM]	-1%	-23%	10	14%	0%	0%	8%	22%	O=C(N/C(=C/c1ccccc1)C(=O)N1CCOCC1)c1ccc([N+](=O)[O-])cc1
4%	-1%	-14%	-6	16%	2%	-6%	0%	22%	CCOC(=O)c1nnn(CC(=O)N2N=C(c3ccc(Cl)cc3)CC2c2ccccc2)c1C(=O)OCC (centres undefined)

A portion of the library; count on the stated rates, not on these rows.
